Compound activity (PubChem)
MBD2 inh: inhibitors of human MBD2 binding to methylated oligonucleotide | Q9UBB5 | TR-FRET | inhibition, % at 4.4 µM | 0.31% of 370,000 active | AID 686964; in the data active = inhibition above about 13%
Target sequence (Q9UBB5 whole entry, looked up): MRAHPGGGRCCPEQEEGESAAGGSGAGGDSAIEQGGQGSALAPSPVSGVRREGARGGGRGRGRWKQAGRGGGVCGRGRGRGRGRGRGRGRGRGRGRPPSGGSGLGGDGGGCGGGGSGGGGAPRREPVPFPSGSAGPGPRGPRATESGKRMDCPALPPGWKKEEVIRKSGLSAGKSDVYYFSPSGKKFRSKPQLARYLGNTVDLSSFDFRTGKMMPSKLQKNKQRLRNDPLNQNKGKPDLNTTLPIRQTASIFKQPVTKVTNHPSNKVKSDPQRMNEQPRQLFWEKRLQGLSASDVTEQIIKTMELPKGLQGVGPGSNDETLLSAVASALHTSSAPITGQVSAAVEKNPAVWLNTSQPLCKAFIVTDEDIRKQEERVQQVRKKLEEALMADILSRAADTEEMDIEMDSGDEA
TCR-CD3 inh: blocks the human TCR-CD3 interaction. 0.37% of 360,000 active. TAMRA-labeled TCR probe fluorescence, biochemical. AID 651800. inhibition, % at 9.4 µM; in the data active = inhibition above about 19%;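 note: recombinant mutant TCR 2C K166C tagged with TAMRA read by polarization; 0% = receptor in buffer alone and 100% = receptor with positive control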
SIAE inh: inhibitors of human sialic acid acetylesterase SIAE; Q9HAT2; SIAE FP-Rh probe binding, fluorescence polarization; inhibition, % at 9.66 µM; 0.69% of 370,000 active; AID 1053197;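 active = inhibition above a cutoff: mean of compounds within the control limits plus 3 SD of those, cut at about 17% in these data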;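 note: 0% = plate median of compound wells and 100% = probe without SIAE protein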
DDE Tn7 FP inh: disrupts Tn7 cyclic peptide binding to fibrin D-Dimer-E complex; inhibition, % at 8.3 µM; P02675; 0.13% of 370,000 active; FP displacement of FITC-Tn7 peptide from fibrin DD(E); 0% = median of compound wells per plate; AID 720508;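 active = inhibition above the mean of compounds falling within the control limits plus 3 SD of them, cut at about 14% in these data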;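 note: 0% = plate median of compound wells and 100% = 10 µM Aha-Tn7 peptide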
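Measure: % inhibition scaled between sample-field median and high-control FP; Test system: human fibrin DD(E); Quantity: 2 µM final DD(E) protein; Doses: one dose, 8.3 µM nominal; Schedule: compound with protein 10 min, then 3 h after probe, room temperature; Detection: fluorescence polarization; Medium: Tris buffer with calcium and detergent, pH 7.8.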
DDE Tn6 FP inh: DD(E)-Tn6 binding inhibition, primary FP screen; inhibition, % at 8.3 µM; Fibrin DD(E) TRITC-Tn6 fluorescence polarization displacement; AID 720509; 0.21% of 370,000 active;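 active = inhibition above a per-campaign cutoff: mean of compounds within control limits plus 3 SD, cut at about 15% in these data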;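 note: 0% = median of all compound wells on the plate and 100% = blocking peptide control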
KLK7 zymogen act: activates the human kallikrein-7 zymogen. P49862. purified proKLK7, EDANS-DABCYL substrate fluorescence; 100% is mature enzyme control, 0% vehicle. activation, % at 7 µM. 0.9% of 370,000 active;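 active = activation above the mean of all tested compounds plus 3 SD, computed per campaign excluding outliers beyond control limits, cut at about 13% in these data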
UHRF1 binding: blocks human UHRF1 binding to methylated DNA | Q96T88 | UHRF1 binding to methylated oligo, TR-FRET | inhibition, % at 4.4 µM | 0.75% of 370,000 active; in the data active = inhibition above about 21%;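 note: UHRF1 SRA domain binding a hemimethylated CpG hairpin DNA probe; 0% = median of test compound wells and 100% = reference inhibitor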
TDP2 inh: TDP2 (human) inhibition, absorbance primary screen; inhibition, % at 12.8 µM; O95551; recombinant TDP2, T5PNP hydrolysis, p-nitrophenol absorbance 415 nm; 0.34% of 370,000 active;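 active = inhibition above the mean of all tested compounds plus 3 SD, set per campaign, cut at about 25% in these data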;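 note: 0% = DMSO with enzyme and 100% = buffer with substrate but no TDP2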
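Read-out basis: percent inhibition. System: recombinant human TDP2. Buffer or medium: Mg2+-containing Tris-HCl buffer, pH 7.5. Repeats: single replicate. Timing: reaction 2 h, 37 °C. Benchmarks: high control without enzyme, low control DMSO plus TDP2. Probe or stimulus: 5 mM T5PNP. Doses: 12.8 µM only. Measured by: epi absorbance of p-nitrophenol freed from T5PNP by hydrolysis.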
LEDGF integ inh: blocks HIV-1 LEDGF/p75-dependent DNA integration; TR-FRET IN-LEDGF/p75 DNA integration, Eu/Cy5; 0.64% of 370,000 active; inhibition, % at 3.7 µM;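 active = inhibition above the screen-wide mean plus 3 SD, cut at about 13% in these data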;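 note: signal is the Cy5 over europium emission ratio at 671 and 618 nm; 0% = plate median of compound wells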
PRMT1 FP inh: PRMT1 (human) inhibition, primary screen | recombinant PRMT1, activity-based probe fluorescence polarization | inhibition, % at 2.79 µM | 1.3% of 370,000 active;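 active = inhibition above about 21% made by adding two undisclosed values, limit read from the data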
Target sequence (Q99873 whole entry, looked up): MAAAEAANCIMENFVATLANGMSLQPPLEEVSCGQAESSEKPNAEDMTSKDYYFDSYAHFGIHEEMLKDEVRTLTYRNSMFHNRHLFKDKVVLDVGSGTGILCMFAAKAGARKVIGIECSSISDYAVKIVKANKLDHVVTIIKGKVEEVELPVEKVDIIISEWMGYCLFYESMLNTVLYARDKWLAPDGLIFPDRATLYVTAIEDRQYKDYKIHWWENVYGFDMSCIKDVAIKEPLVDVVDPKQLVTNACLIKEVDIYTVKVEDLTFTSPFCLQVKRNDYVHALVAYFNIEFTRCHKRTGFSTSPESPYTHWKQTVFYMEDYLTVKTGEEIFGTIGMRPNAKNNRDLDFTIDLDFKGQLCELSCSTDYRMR
An asterisk follows results filed as active.

SMILES	MBD2 inh	TCR-CD3 inh	SIAE inh	DDE Tn7 FP inh	DDE Tn6 FP inh	KLK7 zymogen act	UHRF1 binding	TDP2 inh	LEDGF integ inh	PRMT1 FP inh
CCOC(=O)C1=C(C)NC(=O)NC1c1ccc(-c2ccc(Cl)cc2)o1 (configuration not stated)	-1	-1	-8	6	1	0.1	-3	-11	1	1
O=S1(=O)N=C(Oc2cccc3ccccc23)c2ccccc21	1	2	-2	-1	1	-22	3	-4	-1	1
C#CCOCCOCCOCCNc1nc(N2CCN(C(=O)[C@H](CCCN=C(N)N)n3cc(C(N)[C@@H](C)CC)nn3)CC2)nc(N2CCN(C(=O)[C@H](CCC(=O)O)n3cc([C@@H](N)CC(N)=O)nn3)CC2)n1 (some centres not stated)	2	-8	-3	-9	-4	0.0	10	1	-1	7
O=C1OCc2ccc(NC(=O)C3CCCCC3)cc21	-3	3	3	2	0	-0.1	-1	1	-3	-2
Cc1cccc(/C=N/NC(=O)c2ccc(Br)cc2)c1	1	4	8	3	-14	0.3	5	-14	-6	4
CCCCc1ccc(/C(C)=N/Nc2cc(N3CCOCC3)nc(C)n2)cc1	-6	-11	-3	-4	1	0.6	2	-25	1	-3
CCC(=O)c1ccc(OCC(O)CN2CCc3ccccc3C2)cc1 (configuration not stated)	7	-2	-7	3	1	-0.4	-3	4	1	5
COc1cccc(NC(=O)CN2C(=O)CSc3ccc(S(=O)(=O)N4CCCCC4)cc32)c1	0	1	1	1	0	0.4	9	-9	-4	-6
O=C(NC1CCCC1)C1CCC(CNS(=O)(=O)c2ccccc2)CC1 (configuration not stated)	-3	-2	-4	0	-3	0.0	5	-11	-6	4
COc1cccc(-n2nnnc2SCC(=O)Nc2cccc(NC(C)=O)c2)c1	-1	4	-8	4	-2	0.5	1	-6	2	0
N#Cc1cnc(=S)n(-c2cc(C(F)(F)F)cc(C(F)(F)F)c2)c1N	2	-1	0	-3	-1	-0.3	-3	-5	2	-3
CCC1Oc2ccccc2N(CC(=O)NCCCN2CCC(C)CC2)C1=O (configuration not stated)	-4	3	5	0	5	0.2	-1	13	-2	-1
Cc1c(C(=O)Nc2cccc(Oc3ccccc3)c2)sc(=O)n1Cc1ccc(F)cc1	2	-10	-60	2	-4	-1.6	-2	-3	0	5
CCOC(=O)c1nc(Nc2cccc(C)c2)c2ccccc2n1	5	0	-1	-13	0	-0.4	8	-3	-2	7
COc1ccc(N2C(=O)CC(Nc3cccc(C(C)=O)c3)C2=O)cc1OC (configuration not stated)	1	-6	-3	-4	-3	-12	2	8	0	0
O=C(NCCNC(=O)c1cccc(O)c1)c1cccc(O)c1	3	6	10	5	10	0.4	0	-11	1	-1
CC(C)CNC(=S)NC(=O)c1ccc(Cl)cc1	-5	3	1	-5	6	-0.3	-1	1	3	0
Cc1cc(NC(=O)CSc2nnc(Cn3c(=O)sc4ccccc43)n2-c2ccccc2C)no1	-6	1	-5	3	-7	0.2	1	-6	0	-4
Cc1ccc(N2CC(C(=O)N3CCC(C(=O)Nc4nnc(C(C)(C)C)s4)CC3)CC2=O)cc1 (configuration not stated)	-2	-5	0	1	-4	0.0	0	11	0	1
CCSc1nnc(NC(NC(=O)c2ccco2)(C(F)(F)F)C(F)(F)F)s1	5	1	5	-10	0	0.2	0	-1	1	-2
Cc1oc(S(=O)(=O)N2CCCCC2)cc1NC(=O)Nc1ccc(F)cc1	0	-8	-7	-2	8	0.8	2	-12	-6	6
COc1ccccc1-c1cc(C(=O)Nc2cccnc2)no1	1	-4	-10	-8	3	0.3	-1	-5	1	4
COc1ccc(NC(=O)C[C@H]2C(=O)N(CCc3ccccc3)C[C@@H]2c2ccc(OC)cc2)cc1	-1	-1	0	-1	2	1.5	0	-1	1	-10
CC(C)(C)C(=O)Cn1nnc(-c2ccc(C(F)(F)F)cc2)n1	3	-2	10	-5	2	-0.1	-2	3	-1	-1
CC(C)=CCN1CCN(Cc2cccn2-c2ncccn2)CC1CCO (configuration not stated)	0	-2	10	-1	0	0.9	-3	4	-2	1
O=S1(=O)C[C@H]2NC(=S)N(c3ccccc3)[C@H]2C1	-3	-7	4	1	3	0.1	1	-1	1	1
Cc1ccc(NC(=O)OCCN2CCN(S(=O)(=O)c3ccc(C)cc3)CCC2=O)cc1	1	3	5	-5	-6	0.8	-1	4	-1	-1
Cc1ccc(C(=O)c2coc3ccc(OCC(=O)O)cc23)cc1	-1	-6	2	4	5	0.1	2	-10	1	3
CCn1c(CNC(=O)Cc2ccc(OC)cc2)nnc1SCC(=O)c1ccccc1	6	5	3	-1	13	0.4	-1	0	2	8
Cc1ccc(-n2nnnc2-c2cnn(-c3cccc(F)c3)c2C(F)(F)F)cc1	-1	-6	-3	1	1	-0.3	3	-6	3	1

Continued, overlapping the part above by 6 compounds.
SMILES	MBD2 inh	TCR-CD3 inh	SIAE inh	DDE Tn7 FP inh	DDE Tn6 FP inh	KLK7 zymogen act	UHRF1 binding	TDP2 inh	LEDGF integ inh	PRMT1 FP inh
CC(C)=CCN1CCN(Cc2cccn2-c2ncccn2)CC1CCO (configuration not stated)	0	-2	10	-1	0	0.9	-3	4	-2	1
O=S1(=O)C[C@H]2NC(=S)N(c3ccccc3)[C@H]2C1	-3	-7	4	1	3	0.1	1	-1	1	1
Cc1ccc(NC(=O)OCCN2CCN(S(=O)(=O)c3ccc(C)cc3)CCC2=O)cc1	1	3	5	-5	-6	0.8	-1	4	-1	-1
Cc1ccc(C(=O)c2coc3ccc(OCC(=O)O)cc23)cc1	-1	-6	2	4	5	0.1	2	-10	1	3
CCn1c(CNC(=O)Cc2ccc(OC)cc2)nnc1SCC(=O)c1ccccc1	6	5	3	-1	13	0.4	-1	0	2	8
Cc1ccc(-n2nnnc2-c2cnn(-c3cccc(F)c3)c2C(F)(F)F)cc1	-1	-6	-3	1	1	-0.3	3	-6	3	1
COc1ccc(OCc2nc3c4cc(OC)c(OC)cc4nc(=S)n3[nH]2)cc1	3	0	-6	-2	0	-0.6	-5	-4	0	-1
COc1cccc(C(=O)NCCN2CCC(n3c(=O)[nH]c4ccccc43)CC2)c1	9	-5	1	-8	2	0.8	0	-13	5	-4
CC1Cc2ccccc2N1C(=O)COC(=O)/C=C/c1ccc(F)cc1 (configuration not stated)	0	-7	-4	13	4	-0.8	-1	1	-3	1
Cc1cn(C2OC(COC(=O)c3ccccc3)C(O)C2Cl)c(=O)[nH]c1=O (configuration not stated)	8	8	9	-3	0	0.5	16	-1	3	-2
CCN(C[C@H]1N[C@@](Cc2ccccc2)(C(=O)OC)[C@H]2C(=O)N(C)C(=O)[C@@H]12)S(=O)(=O)c1ccc(C(F)(F)F)cc1	3	1	-4	2	6	-0.3	-1	2	-3	-1
O=C(CNC(=O)c1ccc(Br)o1)Nc1cccc(S(=O)(=O)N2CCCC2)c1	4	-5	7	-7	-4	-0.2	0	-1	-1	3
O=C(CSc1nnc(-c2ccncc2)n1-c1ccccc1Cl)Nc1ccc(C(=O)O)cc1	3	3	2	2	-2	-0.5	-1	9	-1	-1
Cc1c(NC(=O)CCC2CCCCC2)c(=O)n(-c2ccccc2)n1C	6	-2	2	5	0	0.1	6	-4	-4	3
COc1cc(Cl)c(C)cc1NC(=O)CSc1nnc(-c2ccccn2)n1Cc1ccco1	0	5	-12	1	-5	-0.4	-1	3	0	2
O=C(O)CC(NC(=O)/C(=C/c1ccccc1)NC(=O)c1ccccc1)c1ccccc1 (configuration not stated)	0	6	-1	6	-9	0.1	1	6	0	1
COc1ccc(CNc2nc3ccccc3n2C(C)C)c(O)c1	-5	3	1	-9	-2	0.5	1	-1	3	-1
CC(C)CCn1c(O)c(N=NC(=O)Cn2ccc(C(F)(F)F)n2)c2ccccc21	1	3	0	-1	5	0.2	-1	-8	-1	-2
CCN(CC(=O)Nc1ccc(NC(C)=O)cc1)C(=O)c1cn(-c2ccccc2)nc1-c1cccs1	-1	-3	-4	0	-5	0.0	1	10	2	-1
COc1cccc(Nc2nc(-c3sc(NC(=O)CC(C)C)nc3C)cs2)c1	0	-5	2	5	3	0.4	3	2	0	4
O=C(O)CCCSc1nccn1-c1ccccc1	3	-3	-5	0	7	0.6	2	-11	-5	3
COc1ccc(OC)c(/C=N/NC(=O)c2cc[n+](CC(=O)c3ccccc3)cc2)c1	-8	-12	9	2	-7	31*	-5	-5	6	3
Cc1ccc(CN(C)C[C@@H]2OCc3cnnn3CCCC(=O)N([C@@H](C)CO)C[C@H]2C)cc1	4	4	-2	-1	-4	-0.1	2	11	3	-5
CCCC(=O)N(CCN1CCOCC1)c1nc2c(F)cc(F)cc2s1	5	-1	9	-2	-2	0.1	-2	-5	0	3
N#Cc1ccccc1NC(=O)CN(Cc1ccccc1)Cc1ccccc1	-4	2	3	4	1	-0.2	-1	12	-1	0
O=C(NCCc1ccccc1)C1CCCN1C(=O)Nc1ccc(F)cc1 (configuration not stated)	-2	0	-2	5	3	0.0	0	7	-2	-3
O=C(Nc1ccc(CN2CCOCC2)cc1)c1cccs1	1	3	-4	-7	0	0.2	1	2	2	-4
CCN(C(=O)COC(=O)Cn1c(=O)oc2ccccc21)c1c(N)n(Cc2ccccc2)c(=O)[nH]c1=O	0	4	-6	-2	-6	-0.4	-1	-1	0	0
COc1ccc(CSc2n[nH]c(C)n2)cc1Br	0	-6	-6	2	-7	0.2	-1	9	-2	1
Cc1ccc(C(=O)N2CCN(c3ccc(NC(=O)Cc4ccccc4)cc3)CC2)cc1	4	7	0	-1	-3	0.9	-1	4	-2	0

Rows were taken by chance. Share with any hit: about 4.6%.
